FID counter = counter-screen for HCV NS3 helicase inhibitors: DNA intercalator displacement. DNA fluorescent intercalator displacement, fluorescence. inhibition, % at 7.9 µM. 290,000 tested, 0.17% active. AID 1845; in the data active means inhibition above about 37%;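 further: 0% = vehicle and 100% = reference compound; higher means more ethidium bromide displaced from hairpin DNA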
HCV NS3 hel inh = HCV NS3 helicase inhibition; NS3 helicase DNA unwinding, Cy5 molecular beacon fluorescence; inhibition, % at 10.9 µM; 290,000 tested, 0.56% active;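 active means inhibition above the mean of all tested compounds plus 3 SD, set per campaign, cut at about 35% in these data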;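 further: 0% = DMSO wells and 100% = thioflavine S control wells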
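System: Hepatitis C virus NS3 helicase domain fragment enzyme | Reagent: Annealed dual-labelled DNA beacon duplex, ATP-started | Compound dosing: 10.9 µM single point, 0.8% DMSO | Incubation: 1 h reaction at 25 °C, ATP-initiated | Technique: Cy5 fluorescence | Evaluation: Percent inhibition from t60/t0 fluorescence ratio | Benchmarks: Low DMSO, high thioflavine S at 110 µM | Replication: Singlicate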
PHOSPHO1 block = inhibitors of human PHOSPHO1 phosphatase; Q8TCT1; 290,000 tested, 1.1% active; inhibition, % at 13.3 µM; AID 1565; recombinant PHOSPHO1, absorbance phosphatase assay; in the data active means inhibition above about 60%
Target sequence (Q8TCT1 whole entry, looked up): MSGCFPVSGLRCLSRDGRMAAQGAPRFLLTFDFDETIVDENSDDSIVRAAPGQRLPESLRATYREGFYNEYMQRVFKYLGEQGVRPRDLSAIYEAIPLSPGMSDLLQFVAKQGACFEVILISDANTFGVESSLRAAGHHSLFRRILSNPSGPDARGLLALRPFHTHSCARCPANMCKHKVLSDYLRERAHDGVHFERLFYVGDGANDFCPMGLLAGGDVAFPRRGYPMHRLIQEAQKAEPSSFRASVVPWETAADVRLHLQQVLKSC
pCIP destab = compounds decreasing mouse p/CIP protein stability; F442A p/CIP-EGFP cells, EGFP fluorescence, 16 h; decrease of EGFP signal, % at 10 µM; 290,000 tested, 0.01% active; AID 1984;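 active means EGFP signal decrease of at least 30% at 10 µM or well 3 SD below plate mean, unless failing retest; inactive means the rest, including hits failing retest or dose response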; further: some compounds called inactive have numbers as strong as hits; many of its hits are not listed in these tables
IMP-1 inh = inhibitors of Pseudomonas aeruginosa IMP-1 metallo-beta-lactamase | 290,000 tested, 0.45% active | purified IMP-1, nitrocefin hydrolysis, epi-absorbance fluorescence | inhibition, % at 5.6 µM;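 active means inhibition above the mean plus 3 SD of all compounds in the same screening run, cut at about 4.5% in these data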;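 further: 0% = IMP-1 with DMSO and 100% = DMSO wells lacking enzyme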
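assay system = purified recombinant IMP-1 metallo-beta-lactamase enzyme | schedule = 15 min preincubation plus 25 min reaction at 25 °C | signal = Epi-absorbance fluorescence, 480 nm excitation, 530 nm emission | read-out basis = percent inhibition from optical density relative to buffer-blank wells | controls = IMP-1 with DMSO as 0%, enzyme-free DMSO as 100%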
IDE cell activ = IDE (human) activation, cell-based; P14735; HEK cells, FAbeta-B cleavage, fluorescence polarization; 0% vehicle, 100% cell-free pure enzyme wells; activation, % at 5.96 µM; 340,000 tested, 0.073% active;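 active means activation above the mean of all tested compounds plus 3 SD, set per screening campaign, cut at about 17% in these data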
UBC9 SUMO inh = inhibitors of human SUMOylation (UBC9); P63279; HTRF SUMOylation assay, SAE1/SAE2 + UBC9, in vitro; inhibition, % at 35 µM; 290,000 tested, 0.36% active; in the data active means inhibition above about 50%, passing the limit was not always enough; further: strong numbers were not always called active
Target sequence (P63279 whole entry, looked up): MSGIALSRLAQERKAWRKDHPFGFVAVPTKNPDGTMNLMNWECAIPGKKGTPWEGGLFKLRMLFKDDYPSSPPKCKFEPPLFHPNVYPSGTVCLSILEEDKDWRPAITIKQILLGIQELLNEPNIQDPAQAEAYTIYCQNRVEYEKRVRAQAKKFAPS
VIM-2 inhibitor = blocks Pseudomonas aeruginosa VIM-2 metallo-beta-lactamase; 290,000 tested, 0.89% active; purified VIM-2, nitrocefin hydrolysis, epi-absorbance fluorescence; AID 1527; inhibition, % at 5.6 µM;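 active means inhibition above the mean of all tested compounds plus 3 SD, cutoff set per screening run, cut at about 7.5% in these data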;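 further: red hydrolysis product quenches plate fluorescence so inhibitors raise well fluorescence; 0% = enzyme with DMSO and 100% = DMSO without enzyme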
MEKK3 PB1 HTS = raises or lowers MEK5 binding to the human MEKK3 PB1 domain; 290,000 tested, 1.4% active; binding response (% of control), % at 10 µM; bead-based flow cytometry, Alexa488-MEK5 binding to MEKK3; actives lie on both sides; 0 = blocked by unlabeled MEK5, 100 = vehicle; AID 1529; Q99759;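 active means binding response more than 3 SD above or below the average of its plate-row segment, actives on both sides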;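 further: Alexa488 bead fluorescence after subtracting the streptavidin-only scavenger bead signal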
Target sequence (Q99759 whole entry, looked up, the tested form may be a part): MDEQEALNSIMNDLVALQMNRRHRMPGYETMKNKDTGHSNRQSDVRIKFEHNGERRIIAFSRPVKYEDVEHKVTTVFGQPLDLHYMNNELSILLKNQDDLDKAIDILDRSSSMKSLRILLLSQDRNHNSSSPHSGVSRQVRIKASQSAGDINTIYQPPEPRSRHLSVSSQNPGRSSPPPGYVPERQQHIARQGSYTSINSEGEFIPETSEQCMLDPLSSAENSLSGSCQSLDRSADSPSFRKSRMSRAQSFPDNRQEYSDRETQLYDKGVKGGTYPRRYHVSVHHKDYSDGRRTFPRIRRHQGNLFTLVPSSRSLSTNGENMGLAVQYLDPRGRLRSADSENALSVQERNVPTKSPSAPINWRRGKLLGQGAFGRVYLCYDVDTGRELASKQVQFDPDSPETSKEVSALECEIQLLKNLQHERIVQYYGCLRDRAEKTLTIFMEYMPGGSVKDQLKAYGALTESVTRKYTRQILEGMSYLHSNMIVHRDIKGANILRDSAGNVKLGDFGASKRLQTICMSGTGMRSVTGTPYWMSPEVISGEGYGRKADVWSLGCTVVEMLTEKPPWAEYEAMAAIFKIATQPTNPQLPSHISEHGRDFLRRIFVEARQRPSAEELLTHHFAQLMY
Starred values were filed as active, the others as inactive; · = no result given. Only part of the results is shown. The share of hits here may be higher or lower than overall.

SMILES	FID counter	HCV NS3 hel inh	PHOSPHO1 block	pCIP destab	IMP-1 inh	IDE cell activ	UBC9 SUMO inh	VIM-2 inhibitor	MEKK3 PB1 HTS
CC(C)N1CCC(NC(=O)Nc2ccccc2)CC1	-4	7	6	-7	-1.9	-3	2	-1.4	100
COc1ccc(S(=O)(=O)N2CCN(C(=O)[C@@H]3CCC(=O)N3C3OC(=O)c4ccccc43)CC2)cc1 (stereo partly specified)	2	-3	20	-11	-0.8	1	2	-0.7	96
COc1ccccc1OCc1nnc(SCC(=O)NCc2ccco2)n1Cc1ccco1	-28	15	65*	-2	3.4	4	20	-0.3	98
COc1ccc(CC(NC(C)=O)C(=O)NC2CCN(c3c4c(nc5ncnn35)CCC4)CC2)cc1 (stereo unspecified)	-21	6	28	-11	-0.9	4	36	-4.3	92
COc1ccc(CN2C(=O)c3ccccc3C2=O)cc1C(=O)Nc1ccc(C)cc1C	-7	-7	-10	1	-2.0	3	5	-0.5	93
Cc1nnc(N(C)C(=O)c2ccncc2)s1	0	-7	45	-4	-3.3	-3	11	-1.1	97
Cc1[nH]c2ccccc2c1C(=O)CNc1nccs1	3	-1	51	-7	0.3	-3	13	2.2	92
CC(C)(Oc1ccc(Br)cc1)C(=O)N1CCc2ccccc21	-5	-1	-15	-2	-3.4	8	-3	-1.5	105
COc1cccc(/C=C2\C=C(c3ccc(C)cc3)OC2=O)c1OC(C)=O	-23	19	28	0	-2.0	3	10	-2.6	102
Cc1ccc(CC2CC(=O)N(c3ccc(C)cc3)C2=O)cc1 (stereo unspecified)	-11	0	20	-5	-1.5	5	7	-1.5	100
CCN(C(=O)CSc1nnc(COc2ccccc2F)n1N)C1CCS(=O)(=O)C1 (stereo unspecified)	-8	-2	5	-27	-2.1	0	9	-4.3	107
Cc1csc(NC(=O)CSc2nnc(C)c(=O)n2N)n1	5	4	38	-6	-3.4	3	12	-4.2	102
c1cc2c(cc1Nc1nc(-c3ccc4c(c3)OCO4)cs1)OCCO2	-3	8	27	8	1.0	2	6	0.2	95
CC(=O)c1ccc(N(C(=O)CNC(=O)c2ccco2)C(C(=O)NC2CCCC2)c2ccco2)cc1 (stereo unspecified)	-22	-3	-8	6	-1.1	1	-1	0.5	99
Cc1nc(NC(=O)c2cc(-n3cnnc3)ccc2Cl)ccc1Br	-16	-1	-1	-2	-2.9	-1	13	-0.8	97
CS(=O)(=O)N(C(=O)NC(=O)NC1CCS(=O)(=O)C1)C1CCCCC1 (stereo unspecified)	-2	-4	-7	3	-4.7	2	0	-2.4	107
CN(c1ccc(C(=O)Nc2ccc(S(=O)(=O)N3CCCC3)cc2)cc1)S(C)(=O)=O	-12	-3	22	-17	-1.6	·	32	-3.1	102
CCC(C)C(NC(=O)C1CCC(C)CC1)C(=O)Nc1cc(OC)ccc1OC (stereo unspecified)	-32	1	2	5	-0.9	1	-8	-6.4	86
CC1(c2cccs2)CC(c2cccs2)=C(C#N)C(=O)N1 (stereo unspecified)	0	2	6	-13	-1.2	-4	4	-1.4	107
Cc1c(C(N)=O)c(N)c(C(=O)c2ccccc2)n1-c1ccccc1	-8	1	1	0	0.2	5	2	0.5	102
Cn1c(CN2CCCC(C(=O)c3ccc4c(c3)OCO4)C2)nc2ccccc21 (stereo unspecified)	-9	-5	7	1	-2.0	-2	-16	-2.3	104
CCOCCCNC(=O)C1(O)c2ccccc2NC(=O)N1c1ccc(Cl)cc1 (stereo unspecified)	-11	11	7	-2	-1.7	2	-4	-2.2	107
C/C(=N\NC(=O)CSc1nnc(C)s1)c1ccc(O)cc1	-5	9	2	4	-0.8	5	-5	-1.2	90
CCCCNC(=S)N(C)/N=C/c1ccccc1F	0	3	-27	-17	-2.6	3	-17	-2.1	106
COc1ccc(/C=C(/NC(=O)c2ccccc2)C(=O)NCc2ccncc2)cc1	-9	-15	24	6	-0.2	3	-5	1.8	97
CCC(Oc1ccccc1)C(=O)NC1CCSC1=O (stereo unspecified)	-1	6	-1	2	-3.4	5	-2	-2.8	93
COc1cccc(NC(=O)CCS(=O)(=O)c2ccc(Br)cc2)c1	-12	6	44	0	-1.3	2	-3	-2.5	100
Cc1ccc(-c2nnc(SCCC(=O)N3CCOCC3)o2)cc1	-18	4	-104	0	-3.0	6	6	-5.5	115
CCN(CC)S(=O)(=O)c1ccc(NC2c3ncccc3C(=O)N2Cc2ccccc2)cc1 (stereo unspecified)	-28	-1	22	-4	-2.0	5	19	-2.3	106
Cc1ccccc1Cn1nc(C)c(NC(=O)/C=C/c2cnn(C)c2C)c1C	-34	-9	8	-25	-2.1	2	-10	-6.3	92
CCOc1cc(/C=N/NC(=O)COc2ccc(C)cc2)ccc1OC(=O)c1cccs1	-16	-17	60*	9	-2.0	-1	11	1.8	105
O=C(CN1CCC(NC(=O)c2cccc(F)c2)CC1)NCc1ccccc1F	0	-7	21	-23	-0.9	-2	20	-1.0	·
COc1ccc(C2C(C(=O)Nc3ccccc3OC)=C(C)Nc3nnnn32)c(OC)c1 (stereo unspecified)	-19	4	8	4	-1.5	0	10	-0.1	99
OCCC1CN(Cc2cccn2-c2ncccn2)CCN1C1CCCC1 (stereo unspecified)	2	-2	35	-8	-0.9	4	-2	-1.4	104
Cc1ccc(-c2noc(-c3ccccc3C(=O)N3CCOCC3)n2)cc1	-20	-10	19	3	-5.0	-2	7	-3.6	97
CCS(=O)(=O)c1ccc(C(=O)Nc2ccccc2)c(Cl)c1Cl	-11	3	14	-22	-2.7	-2	19	-0.4	105
O=C1CC(c2ccccc2)Sc2ccccc2N1 (stereo unspecified)	-3	-2	-45	-3	-3.1	7	3	-3.7	85
CCN(CC)S(=O)(=O)c1ccc(NS(=O)(=O)c2ccc(OC)c([N+](=O)[O-])c2)cc1	8	7	17	-6	1.5	4	-3	1.3	103
COc1ccc(C(=O)C/C(=C\C(=O)c2ccc(C)cc2)c2ccccc2)cc1	-3	3	-27	-14	-0.9	4	5	1.4	96
O=S1(=O)N=C(Nc2ccc(N3CCOCC3)cc2)c2ccccc21	3	4	-42	-3	-5.1	-3	-5	0.4	100
CCN(CC)C(=S)NC(=O)c1ccc(Cl)cc1Cl	0	5	24	4	-4.7	4	19	-3.9	102
COCCCNC(=O)Cn1c(=O)oc2cc(S(=O)(=O)N3CC(C)CC(C)C3)ccc21 (stereo unspecified)	-29	-5	48	11	-1.2	-1	-8	-0.8	104
CCOc1cccc(NC(=O)c2ccc(S(=O)(=O)N(C)C)cc2)c1	-7	-3	40	2	-3.2	3	1	-1.4	101
COc1ccc(Nc2nc(-c3ccccc3)c(C(=O)Nc3cccnc3)s2)cc1	-9	5	5	-9	-3.4	-5	-1	-2.7	101
O=C(Nc1cccc(Cl)c1)c1ccccc1NC(=O)C1CCCCC1C(=O)O (stereo unspecified)	-39	21	20	-7	-0.7	-3	5	-0.1	105

In the list so far, these have a Cl atom:
SMILES	FID counter	HCV NS3 hel inh	PHOSPHO1 block	pCIP destab	IMP-1 inh	IDE cell activ	UBC9 SUMO inh	VIM-2 inhibitor	MEKK3 PB1 HTS
Cc1nc(NC(=O)c2cc(-n3cnnc3)ccc2Cl)ccc1Br	-16	-1	-1	-2	-2.9	-1	13	-0.8	97
CCOCCCNC(=O)C1(O)c2ccccc2NC(=O)N1c1ccc(Cl)cc1 (stereo unspecified)	-11	11	7	-2	-1.7	2	-4	-2.2	107
CCS(=O)(=O)c1ccc(C(=O)Nc2ccccc2)c(Cl)c1Cl	-11	3	14	-22	-2.7	-2	19	-0.4	105
CCN(CC)C(=S)NC(=O)c1ccc(Cl)cc1Cl	0	5	24	4	-4.7	4	19	-3.9	102
O=C(Nc1cccc(Cl)c1)c1ccccc1NC(=O)C1CCCCC1C(=O)O (stereo unspecified)	-39	21	20	-7	-0.7	-3	5	-0.1	105

Next part
SMILES	FID counter	HCV NS3 hel inh	PHOSPHO1 block	pCIP destab	IMP-1 inh	IDE cell activ	UBC9 SUMO inh	VIM-2 inhibitor	MEKK3 PB1 HTS
NNC(=S)NC1CC2CC1C1C=CCC21 (stereo unspecified)	-17	8	27	-15	-3.9	-1	8	-4.7	116
COc1cccc(CNCc2ccc(C(=O)O)cc2)c1OC	1	-3	25	-1	-3.8	8	0	-1.6	100
CCC(C)C(NC(N)=O)C(=O)Nc1ccc(C(=O)OC)cc1 (stereo unspecified)	-5	1	24	8	-0.2	0	-1	-1.7	98
O=C(O)C(=O)/C(=C\c1ccccc1)c1ccc2ccccc2n1	3	2	11	-11	0.3	-4	23	-0.1	100
Cc1ccc(C(c2c(C)nn(-c3ccccc3)c2N)c2c(C)nn(-c3ccccc3)c2N)cc1	-40	-13	-2	-3	-2.3	7	6	-2.5	99
COc1ccc(C(C)C)cc1S(=O)(=O)Nc1ccc(Cl)cn1	-5	15	14	-2	-3.9	3	-12	-3.4	99
COc1cccc(CNC(=O)CCNS(=O)(=O)c2ccc3c(c2)oc(=O)n3C)c1	-7	4	49	-7	-2.4	6	-2	-2.2	98
Cc1ccc(C(=O)N/C(=C/c2ccc(F)cc2)C(=O)NCc2ccncc2)cc1	0	5	-9	-2	0.3	2	-6	-2.7	97
CCOC(=O)C1(Cc2ccccc2)CCCN(C(=O)c2cnn(CC)c2)C1 (stereo unspecified)	-33	9	18	-11	-1.7	3	9	-1.0	96
COc1ccc(CCN2CCCC(CN(C)Cc3cc(OC)ccc3OC)C2)cc1 (stereo unspecified)	12	-5	·	-2	-1.0	-2	-3	-0.8	104
CC(C)C12CN3CC(C(C)C)(CN(C1)C3c1ccccc1)C2O (stereo unspecified)	-3	3	-2	-1	0.2	1	24	-0.5	105
CCOC(=O)Cc1nnc(Nc2ccc(C)cc2C)c2ccccc12	-14	-17	-25	-6	-2.4	5	-3	-4.3	101
O=C(OCC(=O)N1CCCCC1)c1c[nH]c(=O)[nH]c1=O	1	2	14	-12	-2.8	1	8	-3.5	106
Cc1cc(C(=O)CN2C(=O)C(=O)N(CC(C)C)C2=O)c(C)n1-c1ccccc1F	-19	-5	24	3	-3.7	1	-3	-2.5	101
COc1ccc(Cl)cc1NC(=O)CCCN1C(=O)CCC1=O	0	6	-4	5	-2.1	2	-6	-1.7	77
CCOC(=O)c1ccc(NC(=S)N(CCCN2CCCC2)Cc2cccs2)cc1	10	-21	28	-4	-2.5	10	5	-2.0	107
O=C(CCCC(=O)N(CC(=O)NC1CCCCC1)c1ccccc1F)Nc1ccccn1	-36	-4	24	1	-2.1	0	-8	-5.3	102
COc1ccc(S(=O)(=O)N2CCN(CC(=O)NC3CCCC3)CC2)cc1	-17	18	8	-14	3.1	2	3	-3.2	101
Cc1cccc(OCCSCc2nc3ccccc3[nH]2)c1	-6	-8	42	2	-2.5	3	-25	-1.2	104
COc1ccccc1NC(=O)Nc1cc(NC(=O)Nc2ccccc2OC)c(C)nc1C	7	-12	2	-4	-0.5	4	25	1.1	100
Cc1cc(OCC(=O)NCc2cccnc2)c2c(C)c(Cc3ccccc3)c(=O)oc2c1	-1	6	34	5	-3.0	2	3	-3.6	106

Compound activity deposited in PubChem BioAssay by several laboratories.
